Source: PubChem
PPARg SRC2 recr: agonists of PPARg-SRC-2 recruitment, primary screen, biochemical, HTS; Peroxisome proliferator-activated receptor gamma (Homo sapiens), P37231; PPARgamma LBD-SRC-2 recruitment; activation, % at 8 µM; 0.34% of 200,000 active; AID 1032, 2008; in the data active means activation above about 22%;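 further: 0% = vehicle and 100% = reference agonist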
Target sequence (P37231 whole entry, looked up, the tested form may be a part): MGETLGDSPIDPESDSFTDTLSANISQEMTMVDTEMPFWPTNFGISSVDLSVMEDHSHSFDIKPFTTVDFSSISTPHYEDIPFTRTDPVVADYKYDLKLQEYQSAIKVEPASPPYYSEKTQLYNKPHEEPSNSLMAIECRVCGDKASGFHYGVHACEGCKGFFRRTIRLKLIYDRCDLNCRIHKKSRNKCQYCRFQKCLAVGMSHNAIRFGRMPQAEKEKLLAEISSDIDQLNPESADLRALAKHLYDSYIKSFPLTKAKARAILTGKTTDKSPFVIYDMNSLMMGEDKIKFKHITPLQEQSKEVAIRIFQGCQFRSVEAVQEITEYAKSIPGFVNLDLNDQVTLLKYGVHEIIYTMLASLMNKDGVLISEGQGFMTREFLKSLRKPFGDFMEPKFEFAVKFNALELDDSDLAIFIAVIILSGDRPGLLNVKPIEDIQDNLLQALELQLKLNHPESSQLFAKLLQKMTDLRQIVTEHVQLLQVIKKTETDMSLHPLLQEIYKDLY
RAM network inh: inhibitors of the yeast RAM network, primary screen, dse1pr::URA3 reporter, 5-FOA selection | inhibition, % at 50 µM | S. cerevisiae dse1pr::URA3 reporter, 5-FOA growth OD615, 2 d; analog-sensitive cbk1-as2 kinase mutant strain | 1.8% of 190,000 active;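 active means inhibition above a set limit, 3 SD over mean compound inhibition, cut at about 8.4% in these data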;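 further: 0% = DMSO-only wells with no growth and 100% = 10 µM 1-NA-PP1 full growth; inhibition rescues growth on 5-FOA so higher OD means more RAM inhibition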
PPARg SRC-3 ag: PPARgamma agonists recruiting SRC-3 coactivator, primary screen, biochemical; Peroxisome proliferator-activated receptor gamma (Homo sapiens), P37231; biochemical PPARgamma/SRC-3 coactivator recruitment assay; activation, % at 8 µM; 0.26% of 200,000 active; in the data active means activation above about 23%;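 further: 0% = DMSO and 100% = reference agonist; some compounds past the cut are filed as inactive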
Redox H2O2 prof: compounds producing H2O2 with reducing agent – biochemical, NIH compound library profiling, artefact control for MLSCN library redox annotation, primary screen. 0.03% of 200,000 active. activation, % at 10 µM. DTT-dependent redox cycling H2O2, phenol red/HRP absorbance; 100% = 100 µM peroxide control, 0% = buffer;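 active means activation of at least 50% relative to the plate's high and low controls in the primary single-dose screen; inactive means activation below 50%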;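 further: compound incubated with DTT at 0.8 mM final as the reducing agent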
Efa HMGR inh: inhibitors of E. faecalis class II HMGR, primary screen, biochemical, Enterococcus faecalis. HMG-CoA reductase (Enterococcus faecalis, mvaE). purified E. faecalis HMGR, NADPH absorbance 340 nm kinetic. inhibition, % at 10 µM. 0.41% of 190,000 active. AID 1066, 2008;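 active means inhibition above a set limit, the median over all tested compounds plus 3 SD, cut at about 9.5% in these data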;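 further: enzyme runs in reverse so mevalonate oxidation gives rising NADPH absorbance; 0% = complete reaction with DMSO and 100% = background rate lacking mevalonate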
Lmaj promast: Leishmania major promastigote growth inhibition, primary screen; inhibition, % at 10 µM; AID 1063, 2008; 9% of 200,000 active; Leishmania major promastigotes, resazurin fluorescence viability; in the data active means inhibition above about 50%;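 further: promastigotes grown with compound for 44 hours at 28 °C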
PPARg SRC1 recr: PPARgamma agonists recruiting SRC-1 coactivator, primary screen, biochemical; Peroxisome proliferator-activated receptor gamma (Homo sapiens), P37231; PPARgamma-SRC-1 coactivator recruitment biochemical assay; activation, % at 8 µM; 0.41% of 200,000 active; AID 631, 2007; in the data active means activation above about 19%;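 further: 0% = DMSO and 100% = reference agonist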
ROMK mod: ROMK potassium channel modulators, primary screen, cell-based, thallium flux, MLSMR library; 2% of 130,000 active; ATP-sensitive inward rectifier potassium channel 1 (Homo sapiens), P48048; Tet-inducible ROMK, thallium flux fluorescence; actives lie on both sides; AID 1918, 2009; B-score at 10 µM;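 active means signal ratio slope over the read window, or its plate-corrected B-score, at least 3 SD from the plate mean, either direction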;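 further: B-score of the F/F0 ratio slope over 7 to 12 s after thallium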
SRC2 TRFRET art: TR-FRET signal artefacts, primary screen, artefact control for PPARgamma SRC-2 agonist project, biochemical | TR-FRET artefact counter-screen; hits give high values | TR-FRET ratio at 8 µM | 0.4% of 200,000 active | AID 1049, 2008; in the data active means TR-FRET ratio above about 2000; further: inactives centre near 1500
bIAP inhibitor: bovine intestinal alkaline phosphatase inhibitors, primary screen, selectivity assay for TNAP inhibitor project, biochemical, bovine IAP, CDP-star luminescence. AID 1019, 2008. inhibition, % at 20 µM. purified bovine IAP, 30 min. 190,000 tested, under 10 active;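 active means over 50% inhibition of intestinal alkaline phosphatase at 20 µM in the single-dose screen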
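test system = bovine IAP enzyme | medium = DEA buffer 100 mM, pH 9.8, with MgCl2 1.0 mM, ZnCl2 0.02 mM | detection = luminescence | dosing = single compound dose of 20 µM, 2% DMSO final | incubation = 30 min reaction at room temperature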
S1P3 antag: S1P3 receptor antagonists, primary screen, cell-based | Sphingosine 1-phosphate receptor 3 (Homo sapiens), Q99500 | CHO S1P3 NFAT-BLA reporter, FRET fluorescence, antagonist mode | inhibition, % at 4.98 µM | 0.27% of 170,000 active | AID 485, 2006;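 active means inhibition above the plate cutoff, the mean inhibition of test wells on that plate plus 3 SD, cut at about 28% in these data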;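 further: cells challenged with S1P at its EC80 of 0.8 µM; blue over green emission ratio from cleaved BLA substrate after 4 h stimulation; 0% = S1P-stimulated wells and 100% = unstimulated DMSO-only wells; some compounds past the cut are filed as inactive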
Target sequence (Q99500 whole entry, looked up): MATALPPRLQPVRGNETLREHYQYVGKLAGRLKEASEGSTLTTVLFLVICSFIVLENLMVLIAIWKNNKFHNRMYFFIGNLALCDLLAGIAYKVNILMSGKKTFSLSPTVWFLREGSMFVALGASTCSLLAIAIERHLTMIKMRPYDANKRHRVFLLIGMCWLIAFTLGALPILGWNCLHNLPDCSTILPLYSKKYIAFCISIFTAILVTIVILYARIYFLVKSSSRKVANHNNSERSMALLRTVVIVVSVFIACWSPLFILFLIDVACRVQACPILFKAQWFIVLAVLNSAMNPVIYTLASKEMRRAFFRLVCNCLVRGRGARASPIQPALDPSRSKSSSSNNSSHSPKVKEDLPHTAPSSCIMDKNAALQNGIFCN
An asterisk follows results filed as active; / = not tested or not shown.

Below each compound: PPARg SRC2 recr	RAM network inh	PPARg SRC-3 ag	Redox H2O2 prof	Efa HMGR inh	Lmaj promast	PPARg SRC1 recr	ROMK mod	SRC2 TRFRET art	bIAP inhibitor	S1P3 antag
> CCOC(=O)c1cccc(P(=O)(C(C)(C)C)C(C)(C)C)c1
  10	0.2	1	0.1	0	-3	6	/	1570	-20	-26
> O=c1c2ccccc2nc(SCc2nnc(-c3ccccc3Br)o2)n1Cc1ccco1
  6	5.2	6	1.7	-3	6	-2	/	1580	4	-15
> Cc1ccc(-c2nc3ccccn3c2Nc2ccccc2)o1
  1	2.0	9	0.1	-2	18	1	0.043	1403	16	11
> O=C(NCCN1CCOCC1)c1ccc2c(c1)N(Cc1ccccc1)C(=O)CS2
  -5	0.6	-3	0.7	-1	1	0	/	1526	6	/
> CCN(CC)S(=O)(=O)c1cc(-c2nnc(-c3ccc(Br)cc3)o2)ccc1Cl
  -4	-0.3	2	0.0	-2	0	6	0.38	1383	8	-19
> CCn1c(SCC(=O)NCc2ccccc2)nnc1-c1c[nH]c2ccccc12
  5	2.3	-5	-0.1	-7	10	4	0.026	1481	0	/
> CC1(C)CN(c2ccccc2)N(C(=O)c2ccc(F)cc2)C1=O
  11	-0.4	4	-1.5	-4	37	0	/	1485	6	/
> CCc1ccc(C2NC(=S)NC3=C2C(=O)N(c2ccccc2OC)C(c2ccc(CC)cc2)N3)cc1 (centres undefined)
  8	1.2	-4	0.4	-5	9	9	0.51	1533	-24	/
> COC(=O)c1cccc(NC(N)=S)c1
  1	2.3	-1	0.0	-4	-3	10	0.38	1478	6	-15
> O=C(CN1C(=O)c2ccc([N+](=O)[O-])cc2C1=O)Nc1nccs1
  -1	1.8	4	-0.7	-5	-1	2	0.87	1696	2	-3
> COc1ccc(S(=O)(=O)CCC(=O)N2CCN(c3ccc(F)cc3)CC2)cc1
  -1	10*	-2	1.9	-1	3	-10	0.046	1541	0	-5
> COc1cccc(C(c2nnnn2CC2CCCO2)N2CCN(C(=O)c3ccco3)CC2)c1OC (centres undefined)
  -5	0.9	1	-0.2	-2	-1	-2	0.78	1494	-20	-16
> COc1ccc(N2C(=O)NC(NC(=O)c3ccncc3)(C(F)(F)F)C2=O)cc1 (centres undefined)
  2	0.9	5	0.2	-3	-7	-3	/	1626	0	/
> CCOC(=O)c1ccccc1NC(=O)CSc1nc2c(c(=O)n(C)c(=O)n2C)n1C
  4	1.1	10	2.4	-2	-1	2	/	1678	9	-14
> Cn1nnnc1SCC(=O)Nc1ccc(Oc2ccc(Cl)cc2)cc1
  7	2.3	2	1.4	1	-6	3	1.4	1636	15	-29
> CCOC(=O)c1cnc2ccccc2c1Nc1ccc2c(c1)OCCO2
  7	-0.4	5	0.0	-2	25	5	/	1756	0	2
> COc1ccc(C(=O)Nc2cc(OC)ccc2OC)cc1
  0	-0.3	7	0.9	-2	0	2	0.018	1506	8	-1
> O=[N+]([O-])c1ccccc1N/N=C1\CC2CC=CC12 (centres undefined)
  4	-0.8	0	-2.1	-4	-9	-3	0.0022	1806	26	9
> Cc1ccc(C(=O)CN2/C(=C(\O)c3ccccc3)C(=O)c3ccccc3S2(=O)=O)c(C)c1
  0	5.0	-6	-4.3	0	82*	-4	/	1539	-2	/
> Cn1c(=O)c2c(nc(SCCCC#N)n2Cc2c(F)cccc2Cl)n(C)c1=O
  -1	2.3	4	-0.2	1	11	-4	/	1547	7	-25
> CSc1ccccc1NC(=O)CN1CCN(Cc2ccccc2)CC1
  -2	0.2	3	-1.7	4	-3	2	-3.1*	1606	-20	-10
> Cc1ccnc(NC(=O)C23CC4CC(CC(C4)C2)C3)c1
  5	-0.6	3	-3.4	-4	-2	4	-0.76	1581	9	14
> OCCN(Cc1ccccc1)Cc1ccc(C(F)(F)F)cc1
  2	0.5	11	0.8	1	6	2	/	1618	11	/
> O=c1cc(CO)oc(C(Nc2ccccn2)c2ccc(C(F)(F)F)cc2)c1O (centres undefined)
  4	-0.3	-2	-0.7	0	3	-5	/	1614	-24	14
> COc1ccc(N2C(=O)CC(Sc3nnnn3-c3ccc(F)cc3)C2=O)cc1 (centres undefined)
  -2	1.2	0	-2.2	-7	-3	-5	0.03	1251	10	-10
> O=C(COc1cccc2c1CCN(Cc1ccccc1F)C2=O)N1CCOCC1
  10	-0.3	3	1.8	3	-8	4	-0.38	1548	3	-50
> COc1cccc(C(=O)Nc2ccc(-c3nnc(-c4ccco4)o3)cc2)c1
  -2	5.8	6	1.6	-1	3	5	-0.99	1661	6	/
> OC1CCCN(c2ncnc3c2nnn3Cc2c(F)cccc2Cl)C1 (centres undefined)
  -2	0.4	-2	-1.1	6	-5	-5	-0.052	1537	-9	-8
> COCCCNC(=O)CN(C1CCCCC1)S(=O)(=O)c1ccc(C)cc1
  1	0.0	-3	-0.5	0	1	10	1.2	1789	-10	1
> CCOC(=O)C1CCN(Cc2cc(=O)n3c(-c4ccccc4)csc3n2)CC1
  -9	2.2	-1	-0.2	1	88*	-7	0.96	1374	-2	-4
> COc1cc(/C=C/C(=O)OCC(=O)N2CCN(S(=O)(=O)c3ccc(C)cc3C)CC2)ccc1O
  -8	3.2	3	0.4	-5	98*	0	/	1535	-2	-8
> Cc1oc(-c2ccccc2)nc1C(=O)O
  4	0.7	1	0.3	-1	-5	1	-0.011	1484	-10	-18
> O=c1c2ccccc2nc(-c2ccccc2)n1Cc1ccccc1
  12	0.4	0	-0.1	2	6	3	/	1647	0	2
> CCC(=O)Nc1ccc(-c2ccc(NC(=O)CC)c(OC)c2)cc1OC
  0	1.9	-3	0.6	4	4	7	-0.62	1574	5	13
> CCn1cc(Br)c(C(=O)Nc2ccc(OC)cc2)n1
  -7	1.2	1	-0.5	2	-2	-1	/	1701	22	-3
> O=S(=O)(NC1CCCCC1NCc1ccco1)c1ccccc1 (centres undefined)
  9	1.0	5	0.6	-2	1	2	/	1671	2	25
> CC1(C)COCN1S(=O)(=O)c1ccc(C(=O)Nc2nnc(-c3ccc(Cl)s3)o2)cc1
  -6	5.0	-7	0.5	0	99*	-9	/	1298	18	9
> CCC(=O)NC(c1ccccc1OC)c1ccc2cccnc2c1O (centres undefined)
  10	1.8	4	0.3	-7	100*	1	0.36	1636	2	/
> CCc1nnc(NS(=O)(=O)c2ccc(N/C=C\C(=O)c3cccc4ccccc34)cc2)s1
  24*	5.1	48*	-0.5	-6	-7	23*	0.87	1761	-1	15
> COc1ccccc1C(=O)OCCNC(=O)Cn1cnc2c1c(=O)n(C)c(=O)n2C
  -5	-0.4	4	-0.3	-2	-1	4	-0.32	1384	-5	-7

Full records as entered above. Values in the order: PPARg SRC2 recr, RAM network inh, PPARg SRC-3 ag, Redox H2O2 prof, Efa HMGR inh, Lmaj promast, PPARg SRC1 recr, ROMK mod, SRC2 TRFRET art, bIAP inhibitor, S1P3 antag
OCCN(Cc1ccccc1)Cc1ccc(C(F)(F)F)cc1 is entered as 2, 0.5, 11, 0.8, 1, 6, 2, /, 1618, 11, /
OC1CCCN(c2ncnc3c2nnn3Cc2c(F)cccc2Cl)C1 (centres undefined) is entered as -2, 0.4, -2, -1.1, 6, -5, -5, -0.052, 1537, -9, -8

Further structures
Below each compound: PPARg SRC2 recr	RAM network inh	PPARg SRC-3 ag	Redox H2O2 prof	Efa HMGR inh	Lmaj promast	PPARg SRC1 recr	ROMK mod	SRC2 TRFRET art	bIAP inhibitor	S1P3 antag
> COc1ccccc1NC(=S)N(Cc1ccccn1)Cc1ccccc1Cl
  5	0.2	0	0.3	5	16	12	0.18	1683	12	-15
> O=c1c2ccccc2cnn1Cc1n[nH]c(=S)n1-c1ccc(Cl)cc1
  8	-0.4	-3	0.0	-1	-3	-2	0.52	1489	6	-3
> CCOC(=O)NC(=O)C(=CNNc1ncc(C(F)(F)F)cc1Cl)C(=O)NC(=O)OCC
  5	0.0	6	-1.1	-3	4	1	0.1	1687	-9	-24
> O=c1c2ccccc2sn1-c1nccs1
  5	1.0	12	-0.8	1	11	10	-3.7*	1579	-2	-18
> CCOc1cc(-c2noc(-c3ccncc3)n2)cc(Br)c1OC
  -5	3.4	-3	-0.8	1	-4	-3	-1.1	1586	7	-10
> O=C(Nc1ccc(F)c(Cl)c1)C1CCN(S(=O)(=O)c2cccnc2)CC1
  -9	1.5	1	-1.4	-5	16	-3	/	1512	15	/
> O=C(Nc1ccc2[nH]c(=O)[nH]c2c1)c1c(F)c(F)c(F)c(F)c1F
  -14	3.0	3	-0.5	-4	6	-2	0.71	1709	-4	-17
> COc1ccc(NC(C)=O)cc1NC(=O)CSc1nnc(-c2ccncc2)n1C
  4	0.3	0	-0.3	2	-5	0	0.091	1635	-13	/
> O=C(N1CCCCC1)C12CC3CC(CC(C3)C1)C2
  -9	0.2	-13	0.3	-3	3	-1	/	1401	10	/
> Cn1nnnc1SCC(=O)N1CCc2ccccc2C1
  0	0.6	4	0.0	-7	-5	4	-0.052	1743	10	4
> Cc1nnc(SCc2ccc(Cl)cc2Cl)[nH]c1=O
  7	2.3	4	-3.0	-4	-7	3	/	1484	8	-20
> Cc1ccc(-c2cc(C(=O)NCc3cccnc3)no2)cc1
  -5	0.6	-3	0.3	-1	-1	-3	/	1568	9	1

A second format for 4 compounds above:
structure	PPARg SRC2 recr	RAM network inh	PPARg SRC-3 ag	Redox H2O2 prof	Efa HMGR inh	Lmaj promast	PPARg SRC1 recr	ROMK mod	SRC2 TRFRET art	bIAP inhibitor	S1P3 antag
O=C(Nc1ccc2[nH]c(=O)[nH]c2c1)c1c(F)c(F)c(F)c(F)c1F	-14	3.0	3	-0.5	-4	6	-2	0.71	1709	-4	-17
Cc1ccc(-c2cc(C(=O)NCc3cccnc3)no2)cc1	-5	0.6	-3	0.3	-1	-1	-3	/	1568	9	1
CCOC(=O)NC(=O)C(=CNNc1ncc(C(F)(F)F)cc1Cl)C(=O)NC(=O)OCC	5	0.0	6	-1.1	-3	4	1	0.1	1687	-9	-24
O=C(Nc1ccc(F)c(Cl)c1)C1CCN(S(=O)(=O)c2cccnc2)CC1	-9	1.5	1	-1.4	-5	16	-3	/	1512	15	/
